# V1aR counter: activates human V1a receptor in oxytocin agonist counter-screen. 0.25% of 320,000 active. P37288. CHO-V1R cells, Fluo-8 calcium fluorescence, agonist mode; 0% DMSO, 100% 3 nM vasopressin. activation, % at 3 µM;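 active = activation above the mean activation of all tested compounds plus 3 SD, per screening run, cut at about 20% in these data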;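 note: signal is peak over basal fluorescence ratio across a 100 second FLIPR read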
# Target sequence (P37288 whole entry, looked up): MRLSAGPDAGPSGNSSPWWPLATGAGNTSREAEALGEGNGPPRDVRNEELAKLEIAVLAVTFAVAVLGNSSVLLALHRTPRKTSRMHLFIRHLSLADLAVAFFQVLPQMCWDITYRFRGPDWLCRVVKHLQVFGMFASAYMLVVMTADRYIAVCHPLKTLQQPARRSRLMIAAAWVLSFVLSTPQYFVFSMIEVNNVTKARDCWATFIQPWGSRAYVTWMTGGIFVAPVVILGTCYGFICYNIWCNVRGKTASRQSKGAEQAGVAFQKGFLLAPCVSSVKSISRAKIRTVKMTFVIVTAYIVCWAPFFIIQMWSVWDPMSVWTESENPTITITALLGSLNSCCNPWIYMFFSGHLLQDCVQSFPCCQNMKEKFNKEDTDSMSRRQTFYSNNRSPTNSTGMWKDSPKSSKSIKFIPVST
# CHO-K1 Ca antag: counter-screen for M1 antagonists: effect in parental CHO-K1 cells. ATP-induced calcium, Fluo-8 fluorescence. inhibition, % at 3 µM. 0.6% of 360,000 active. AID 602250;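 active = inhibition above a per-plate cutoff, the plate's mean sample inhibition plus 3 SD, cut at about 24% in these data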;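 note: 0% = DMSO plus EC80 ATP and 100% = DMSO alone without ATP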
# M1 ag parental: counter-screen for M1 agonists: effect in parental CHO-K1 cells | Fluo-8 calcium fluorescence; scaled to maximal ATP response, vehicle zero | activation, % at 3 µM | 0.48% of 360,000 active | AID 602248; in the data active = activation above about 15%;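 note: untransfected CHO-K1 host cells lacking M1 receptor as counterscreen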
# OXTR agonist: agonists of human oxytocin receptor. CHO-OTR cells, Fluo-8 calcium fluorescence; normalized: DMSO 0%, oxytocin 100%. activation, % at 3 µM. 0.32% of 320,000 active. AID 2435;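 active = activation above the mean of all tested compounds plus 3 SD, cutoff set per screening run, cut at about 20% in these data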;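 note: peak over basal fluorescence ratio from a 100 s FLIPR kinetic read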
# OXTR potentiate: potentiators of human oxytocin receptor; CHO-OTR cells, Fluo-8 calcium fluorescence, potentiator mode; 0% = oxytocin EC15, 100% = EC100; 0.061% of 320,000 active; AID 2445; activation, % at 3 µM; P30559;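 active = activation above that plate's cutoff, the mean activation of tested compounds plus 3 SD, cut at about 6.6% in these data, passing the limit was not always enough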;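 note: 100% uses oxytocin at 75 nM as the full agonist control; some results filed as inactive read as strong as hits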
#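 Measured by – Fluo-8 calcium dye fluorescence · Test system – human OTR in CHO cells · Dosing – one concentration, 3.0 µM compound · Controls – EC15 oxytocin alone as 0%, 75 nM oxytocin as 100% · Evaluation – normalized max/min fluorescence ratio, % activation · Timing – 6 min pre-incubation, 100 s read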
# CHO parental Ca: counter-screen: ATP calcium response change in parental CHO cells; parental CHO-K1, ATP-induced calcium, Fluo-8 fluorescence; 0.63% of 330,000 active; inhibition, % at 5.6 µM;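 active = inhibition above that plate's mean sample inhibition plus 3 SD, cut at about 26% in these data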;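 note: 0% = ATP-challenged DMSO wells and 100% = DMSO wells without ATP; some compounds past the cut are filed as inactive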
#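 Test system: untransfected parental CHO cell line. Compound: one dose, 5.6 µM nominal. Detection: intracellular calcium via Fluo-8 no-wash fluorescent dye. Measure: % inhibition. Benchmarks: ATP-challenged DMSO wells low, unchallenged DMSO wells high.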
# GPR7 antag: blocks human GPR7 receptor signaling; inhibition, % at 4.4 µM; GPR7-expressing cells, fluorescence antagonist assay; P48145; 1.1% of 290,000 active; in the data active = inhibition above about 16%, passing the limit was not always enough;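 note: cells stimulated with the agonist NPW; 0% = agonist with vehicle and 100% = vehicle without agonist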
# Target sequence (P48145 whole entry, looked up): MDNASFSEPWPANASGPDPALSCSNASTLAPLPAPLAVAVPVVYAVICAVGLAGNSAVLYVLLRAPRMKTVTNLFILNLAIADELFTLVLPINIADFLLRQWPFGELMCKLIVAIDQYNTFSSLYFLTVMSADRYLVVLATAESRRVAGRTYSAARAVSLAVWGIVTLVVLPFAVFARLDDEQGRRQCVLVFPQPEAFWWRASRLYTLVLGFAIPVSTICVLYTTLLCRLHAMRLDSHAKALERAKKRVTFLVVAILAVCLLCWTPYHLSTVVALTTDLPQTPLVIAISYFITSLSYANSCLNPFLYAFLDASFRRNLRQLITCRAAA
# M1 PAM parental: M1 PAM counterscreen hit in parental CHO-K1 cells. ATP EC20, Fluo-8 calcium fluorescence; 0% at ATP EC20, 100% at ATP max. activation, % at 3 µM. 0.02% of 360,000 active;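 active = activation above the run cutoff, the mean activation of all test compounds plus 3 SD, cut at about 40% in these data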;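 note: peak over basal fluorescence ratio in a 140 s read after ATP addition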
# TAAR1 antag: antagonists of human TAAR1. Q96RJ0. CHO RD-HGA16 TAAR1, Fluo-8 calcium fluorescence, antagonist. inhibition, % at 3 µM. 1.5% of 360,000 active. AID 624466;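 active = inhibition above a per-plate cutoff, the mean inhibition of test compounds on that plate plus 3 SD, cut at about 49% in these data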;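 note: 0% = DMSO plus EC80 beta-PEA response and 100% = DMSO alone without agonist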
# Target sequence (Q96RJ0 whole entry, looked up): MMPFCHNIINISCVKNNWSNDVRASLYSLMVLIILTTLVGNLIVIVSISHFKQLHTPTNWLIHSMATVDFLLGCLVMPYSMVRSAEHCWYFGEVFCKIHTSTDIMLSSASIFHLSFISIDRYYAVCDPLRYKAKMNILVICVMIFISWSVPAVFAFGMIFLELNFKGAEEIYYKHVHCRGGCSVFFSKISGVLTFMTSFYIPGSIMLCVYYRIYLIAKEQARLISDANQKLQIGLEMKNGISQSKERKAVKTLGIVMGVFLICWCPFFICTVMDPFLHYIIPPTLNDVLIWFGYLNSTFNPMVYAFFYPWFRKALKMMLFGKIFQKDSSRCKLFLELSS
#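 System: RD-HGA16 CHO cells with stable hTAAR1 and Gα16 | Probe or stimulus: EC80 β-phenethylamine stimulus | Dosing: 3 µM, single point | Times: Dye loading 75 min at 37 °C, then 30 min room temperature | Measured by: Fluo-8 calcium-sensitive fluorescence | Read-out basis: % inhibition of agonist calcium response | Replicates: n of 1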
# Active calls of the source: *; x = not tested or not shown.
SMILES,V1aR counter,CHO-K1 Ca antag,M1 ag parental,OXTR agonist,OXTR potentiate,CHO parental Ca,GPR7 antag,M1 PAM parental,TAAR1 antag
COC(=O)Cn1c(=NC(=O)CCS(=O)(=O)c2ccccc2)sc2c(OC)ccc(OC)c21,0.5,2.9,-0.1,0.1,-14.2,-27.1,-4.3,-4.3,-0.3
CCC(C)NC(=O)c1cc(Sc2nnc(C)s2)nc2ccccc12 (stereo unspecified),0.2,x,x,-1.1,-0.4,-12.8,-5.2,x,-5.2
N#C/C(=C\c1ccncc1)c1ccccn1,0.4,9.5,0.5,-0.4,-10.2,1.0,5.3,-4.3,-4.0
Cc1ccc(NC(NC(=O)OCCn2c([N+](=O)[O-])cnc2C)C(Cl)(Cl)Cl)cc1 (stereo unspecified),3.2,x,x,3.4,-4.0,-16.6,-4.6,x,x
CCOCCn1c(CN2CCC(Cc3ccccc3)CC2)nc2c1c(=O)n(C)c(=O)n2C,0.0,-6.2,0.0,-0.7,3.8,-8.2,-11.0,2.5,-16.5
Cc1ccc(NC(=O)COC(=O)CCc2c[nH]c3ccccc23)c(C)c1,3.8,-15.7,1.9,4.0,-7.0,-5.0,x,6.8,-5.2
Cc1ccc(NC(=O)c2cc(S(=O)(=O)N3CCCCC3)ccc2N2CCOCC2)cc1S(=O)(=O)N(C)C,x,-7.4,0.2,x,x,x,x,-16.1,-17.0
CCN(CC)CCCC1(CN)OCCc2ccccc21 (stereo unspecified),1.1,-11.2,0.5,0.6,-8.3,-4.7,2.4,9.9,-4.5
OC(c1ccc(F)cc1)c1nc(-c2csc3ccccc23)cs1 (stereo unspecified),x,-11.7,1.1,x,x,x,x,13.9,10.4
COc1ccccc1CN1C(=O)CCC1(C)C(=O)NCc1cccnc1 (stereo unspecified),-0.6,-10.2,0.6,0.2,-2.1,-4.9,-12.6,19.0,3.6
COc1ccccc1NC(=O)N1CCn2c(nc3ccccc32)C1,-0.1,-10.2,0.6,0.7,-3.3,-16.2,-8.2,8.3,11.5
O=C(C1CCN(S(=O)(=O)N2CCOCC2)CC1)N1CCN(c2ccc(F)cc2)CC1,2.2,-9.2,2.5,-0.1,-8.5,0.0,6.3,4.8,-18.8
COc1ccc(C(=O)NNC(=O)c2cc(C)[nH]n2)cc1,-0.7,-11.9,-0.3,-1.7,-12.3,10.3,13.3,12.7,1.4
CCCCN(c1ccc(C(=O)OC)cc1)S(=O)(=O)c1ccccc1,-0.7,1.7,-0.7,-0.2,-6.5,-5.5,-3.1,16.6,-1.0
COc1ccc(-c2cn(Cc3ccc(C(N)=O)cc3)c(CCN)n2)cc1,1.0,-22.1,0.7,0.7,-4.1,-6.1,x,2.1,12.5

# Some of the entries so far, with tabs.
Structure	V1aR counter	CHO-K1 Ca antag	M1 ag parental	OXTR agonist	OXTR potentiate	CHO parental Ca	GPR7 antag	M1 PAM parental	TAAR1 antag
COc1ccccc1NC(=O)N1CCn2c(nc3ccccc32)C1	-0.1	-10.2	0.6	0.7	-3.3	-16.2	-8.2	8.3	11.5
CCOCCn1c(CN2CCC(Cc3ccccc3)CC2)nc2c1c(=O)n(C)c(=O)n2C	0.0	-6.2	0.0	-0.7	3.8	-8.2	-11.0	2.5	-16.5
Cc1ccc(NC(=O)c2cc(S(=O)(=O)N3CCCCC3)ccc2N2CCOCC2)cc1S(=O)(=O)N(C)C	x	-7.4	0.2	x	x	x	x	-16.1	-17.0

# Further compounds.
SMILES,V1aR counter,CHO-K1 Ca antag,M1 ag parental,OXTR agonist,OXTR potentiate,CHO parental Ca,GPR7 antag,M1 PAM parental,TAAR1 antag
Cc1ccc(CNC(=O)CCC(=O)Nc2nnc(C(C)C)s2)cc1,0.3,-9.3,3.8,-0.5,-5.5,-22.5,-2.2,13.6,-10.9
CC(C)[C@H](NS(=O)(=O)c1cccc(C(F)(F)F)c1)C(=O)OCC(N)=O,0.0,-18.1,0.1,0.5,-1.0,-4.9,5.4,17.7,-6.6
CCC(C)N(CCNC(=O)c1ccc(NC2=NC3CS(=O)(=O)CC3S2)cc1)Cc1ccco1 (stereo unspecified),0.6,-15.9,0.9,0.2,-1.4,-12.2,-3.5,17.7,-17.8
COc1ccc2c(O)c(-c3c(C)cc(C)cc3C)c(=O)[nH]c2c1,0.6,6.0,-0.3,2.4,-6.5,0.8,x,9.4,-24.9
CC(=O)c1sc(NC(=O)c2ccco2)nc1-c1ccccc1,-1.0,3.3,0.9,-0.6,-4.5,-1.9,5.6,7.6,x
Cc1ccc(N=c2c([N+](=O)[O-])nn(-c3ccc4c(c3)OCCO4)n2O)c(Cl)c1,-0.2,x,x,-0.4,-4.5,-11.9,-14.3,x,x
O=S(=O)(/N=C(/Nc1ccc(Cl)c(S(=O)(=O)N2CCOCC2)c1)c1ccc(F)cc1)c1ccccc1,1.9,6.9,9.3,4.3,-12.2,-10.9,-7.3,-5.0,70.6*
COc1ccc(OCCOC(=O)CNC(=O)c2ccc(Cl)cc2Cl)cc1,-0.9,-3.7,1.6,-2.0,-15.4,-4.5,x,-0.4,-20.0
O=C(CCc1c[nH]c2ccccc12)NCC(=O)Nc1ccc(F)c(F)c1F,-1.1,-12.7,-0.2,0.2,-5.9,-4.2,2.9,1.0,-1.9
CN(C)S(=O)(=O)c1ccc(-c2ccccc2)cc1,6.1,-12.5,1.1,5.1,-23.2,1.4,3.2,24.0,5.2
S=c1[nH]ccc2ccccc12,x,-0.8,0.0,x,x,x,x,0.9,-2.9
O=C(CSc1nncn1-c1cccnc1)Nc1ccccc1[N+](=O)[O-],0.5,-6.9,0.5,0.8,1.9,4.7,-3.5,8.4,-13.6
O=C(NCc1cccnc1)/C(=C/c1ccc(-c2ccc(Cl)cc2)o1)S(=O)(=O)c1ccccc1,3.0,-5.0,3.2,1.5,2.4,-4.4,26.9*,9.4,13.4
Nc1nnc(CC(=O)N/N=C\c2ccc(-c3cccc(Cl)c3)o2)s1,-0.1,-17.8,1.4,-0.6,-5.0,14.5,-11.0,29.9,-6.1
COc1cccc(/C=C/C(=O)OCC(=O)Nc2cccc(S(=O)(=O)N(C)C)c2)c1,0.9,-16.0,6.2,1.2,-8.0,-14.1,-18.3,21.4,-20.1
CCCCN1CC(=O)N2Cc3[nH]c4ccccc4c3C[C@H]2C1=O,5.6,-4.2,0.5,4.0,-17.4,-14.4,-12.7,1.9,-6.9
CSCCC(NC(=O)c1ccccc1)C(=O)N1CC=C(c2ccccc2)CC1 (stereo unspecified),-0.9,-3.6,0.9,0.5,-7.5,-14.0,19.3,9.8,-16.5
N/C(CS(=O)(=O)c1ccc(F)cc1)=N\O,0.8,-8.5,0.3,1.1,-2.0,-14.8,-13.7,14.4,-3.3
COCCNC(=O)Cn1cnc2c1c(=O)n(C)c(=O)n2C,-0.1,5.6,0.2,-0.4,-6.6,-5.0,10.6,-7.2,10.9
COc1ccc(CCn2nnnc2C(CC(C)C)N2CCN(c3ncccn3)CC2)cc1OC (stereo unspecified),-0.7,36.8*,-0.6,-1.1,-5.8,-7.6,-19.7,-11.7,1.4
Cc1ccc2c(c1)[C@H]1[C@H](CO2)[C@H](c2ccccc2)[C@]2(C)C(=O)Nc3cc(F)c(F)cc3C(=O)N12,-0.1,-1.6,-0.1,-0.3,-8.9,-9.2,x,-16.8,-11.2
CC(C)C(=O)Nc1ccc(N2CCOCC2)c(S(=O)(=O)Nc2ccccc2Cl)c1,0.8,-7.7,4.8,0.8,-5.9,-17.0,x,6.5,52.8*
Cc1ccc(NC(=O)c2cnc3ccccc3n2)cc1C,-1.4,-6.2,0.3,-3.0,-2.1,-8.4,-2.2,4.9,-14.5
Cc1cc(C)cc(NC(=O)CSc2nc3c(c(=O)[nH]2)CN(Cc2ccc(F)cc2)CC3)c1,-1.4,1.6,0.3,-1.6,-1.9,-22.0,-5.7,5.0,8.8
NS(=O)(=O)c1ccc(NC(=O)COC(=O)Cn2cnc3ccccc3c2=O)cc1,0.1,-3.0,-0.4,0.7,2.7,-0.5,x,-14.5,-11.0
O=c1c2ccccc2ccc2ccc(P(=O)(O)O)cc12,-0.3,-8.5,0.3,0.1,-4.7,3.5,x,8.6,-4.0
Cc1cccc(/C=N/NC(=O)c2ccc(NC(=O)c3ccc(Cl)cc3)cc2)n1,4.3,-7.6,4.0,1.4,-6.3,-7.9,-3.1,-0.1,11.9
COc1ccc(OC)c(/C=C/c2ccc3cccc(O)c3n2)c1,-0.1,18.7,-0.8,-1.8,-18.9,16.9,4.7,-21.0,1.4
CCOC(=O)C1=C(C)N=C2SCCC(=O)N2C1c1ccc(OC)cc1 (stereo unspecified),0.3,x,x,0.1,-3.4,-23.9,-7.3,x,x
COc1ccc(NC(=O)CN2CCN(C(C)=O)CC2)cc1S(=O)(=O)N1CCOCC1,0.4,2.1,0.6,2.5,-3.8,0.8,x,16.0,-9.6
CCc1noc(C)c1C(=O)NNC(=O)c1nn(C)c(=O)c2ccccc12,-0.4,-6.5,0.2,1.2,0.4,2.8,x,9.4,-3.2
CC(=O)Nc1nc2n(n1)C(c1ccc(F)cc1)C=C(c1ccccc1)N2 (stereo unspecified),1.2,4.8,0.3,2.9,1.0,-5.7,-15.6,0.1,-8.3
COc1ccc(-c2cc(C(=O)N3CC4(C)CC3CC(C)(C)C4)no2)cc1 (stereo unspecified),0.1,-24.9,0.6,0.5,-3.5,-1.1,-6.6,13.4,5.2
CN(Cc1cnccn1)C(=O)C1CCC(=O)N(CCc2ccc(Cl)cc2)C1 (stereo unspecified),-1.1,-16.5,0.7,0.9,-1.7,-9.8,-18.5,16.7,-4.0
CCc1c(C(=O)Nc2ccc(S(=O)(=O)N3CCOCC3)cc2)csc1C,2.3,-4.5,0.8,1.4,-10.3,-3.0,-8.9,-16.1,15.9
Cc1cc(OCC(=O)Nc2ccc(OCc3ccccc3)cc2)nc(C(C)C)n1,3.4,0.3,1.1,2.8,-7.9,-6.1,-3.2,8.8,4.8
CC(=O)Nc1ccc(-c2ccnc3c2CC(C)(C(=O)Nc2ccc(Cl)cc2)O3)cc1 (stereo unspecified),x,-10.0,1.1,x,x,x,x,17.6,3.4
CSc1nc2nc3c(cc2c(=O)n1-c1ccccc1C)CCCC3,6.7,-2.1,9.9,9.2,-6.2,-5.3,-7.3,2.8,-6.1
CCc1ccc2[nH]c(=O)c(Cc3ccccc3)c(O)c2c1,0.7,13.5,0.1,0.4,-10.1,3.2,-1.6,-17.3,13.2
Clc1ccccc1-c1nnc2sc(-c3ccccn3)nn12,x,2.1,1.1,x,x,x,4.3,17.0,-14.4
COCCCn1c(=N)c(C(N)=S)cc2c(=O)n3cccc(C)c3nc21,-1.3,-6.5,0.6,-1.6,-6.9,-28.1,x,-0.3,-10.3
CNC(=O)c1cc(S(=O)(=O)NCc2ccncc2)ccc1OC,1.5,0.9,0.2,0.1,1.7,2.5,-12.0,-19.8,-13.5

# High-throughput results from PubChem BioAssay.
